High-throughput results as filed in PubChem.
GAA850 FXN act: FXN promoter activators, primary screen, cell-based, luciferase luminescence, HEK293 lucGAA850 | HEK293 lucGAA850 FXN promoter luciferase reporter, 24 h; percent of 10 µM SAHA response | activation, % at 6 µM | 360,000 compounds, 0.56% hits | AID 540364, 2011;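 active means activation above the average of all compounds screened plus 3 SD, cutoff fixed separately per campaign, cut at about 7.5% in these data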;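 further: 0% = DMSO wells and 100% = 10 µM SAHA wells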
PLCb3 inh: human PLC-beta3 inhibitors, primary screen, biochemical, fluorescence; 1-phosphatidylinositol 4,5-bisphosphate phosphodiesterase beta-3 (Homo sapiens), Q01970; Purified PLC-beta3, fluorogenic substrate; inhibition, % at 12.2 µM; 370,000 compounds, 0.18% hits; in the data active means inhibition above about 11%;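 further: 0% = median of compound wells on plate and 100% = full blocker control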
ADAM10 inh: human ADAM10 inhibitors, primary screen, biochemical, QFRET, HTS; Disintegrin and metalloproteinase domain-containing protein 10 (Homo sapiens), O14672; recombinant ADAM10, EDANS/DABCYL FRET peptide cleavage, 3 h; inhibition, % at 7 µM; 370,000 compounds, 0.62% hits;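 active means inhibition above a per-campaign cutoff equal to the mean of compounds falling between control-based bounds plus 3 SD, cut at about 20% in these data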;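 further: 0% = DMSO wells while the 100% control is not disclosed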
ssDAF-12 act: S. stercoralis DAF-12 nuclear receptor activators, primary screen, cell-based, luminescence, HEK293, GRIP1 co-expression, lit1-tk-luc; AID 652126, 2013; Nuclear hormone receptor DAF-12 (Strongyloides stercoralis); HEK293 ssDAF-12/GRIP1 lit1-tk-luc reporter; % of 3 µM dafachronic acid response; 370,000 compounds, 1% hits; activation, % at 6.8 µM;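 active means activation above the mean over all tested compounds plus 3 SD, cut at about 0.9% in these data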;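 further: 0% = DMSO-only wells and 100% = 3 µM delta7-dafachronic acid wells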
hcDAF-12 act: H. contortus DAF-12 nuclear receptor activators, primary screen, cell-based, luminescence, HEK293, lit1-tk-luc reporter; HEK293 hcDAF-12 lit1-tk-luc reporter; 0% DMSO, 100% Δ7-dafachronic acid; activation, % at 6.8 µM; 370,000 compounds, 1.4% hits; AID 652067, 2013;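 active means activation above the mean of all tested compounds plus 3 SD, cut at about 5.5% in these data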;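 further: 100% = response to 3 µM Δ7-dafachronic acid high control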
HGIII-sPLA2 inh: human group III sPLA2 inhibitors, primary screen, biochemical, QFRET, BODIPY PC-A2 liposome substrate; Group 3 secretory phospholipase A2 (Homo sapiens), Q9NZ20; QFRET BODIPY PC-A2 liposome hydrolysis, fluorescence; inhibition, % at 12.2 µM; 370,000 compounds, 0.56% hits; AID 743126, 2013;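 active means inhibition above mean plus 3 SD of compounds lying within the high and low control bounds, cut at about 19% in these data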;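 further: 0% = median of test compound wells and 100% = no enzyme DMSO wells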
PLC-gamma1 inh: PLC-gamma1 enzyme inhibitors, primary screen, biochemical, fluorescence, purified enzyme; 1-phosphatidylinositol 4,5-bisphosphate phosphodiesterase gamma-1 (Homo sapiens), P19174; fluorogenic substrate; inhibition, % at 12.2 µM; 370,000 compounds, 0.84% hits; AID 720700, 2013; in the data active means inhibition above about 9.5%
ADAM17 inh: ADAM17 inhibitors, primary screen, biochemical, QFRET; Disintegrin and metalloproteinase domain-containing protein 17 (Homo sapiens), P78536; recombinant ADAM17, EDANS/DABCYL FRET peptide cleavage; inhibition, % at 6.95 µM; 370,000 compounds, 0.83% hits;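 active means inhibition above the mean of compounds lying between control limits plus 3 SD, set per campaign, cut at about 8.5% in these data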;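 further: 0% = DMSO-only wells as the low control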
Target sequence (P78536 215-824 limits assumed): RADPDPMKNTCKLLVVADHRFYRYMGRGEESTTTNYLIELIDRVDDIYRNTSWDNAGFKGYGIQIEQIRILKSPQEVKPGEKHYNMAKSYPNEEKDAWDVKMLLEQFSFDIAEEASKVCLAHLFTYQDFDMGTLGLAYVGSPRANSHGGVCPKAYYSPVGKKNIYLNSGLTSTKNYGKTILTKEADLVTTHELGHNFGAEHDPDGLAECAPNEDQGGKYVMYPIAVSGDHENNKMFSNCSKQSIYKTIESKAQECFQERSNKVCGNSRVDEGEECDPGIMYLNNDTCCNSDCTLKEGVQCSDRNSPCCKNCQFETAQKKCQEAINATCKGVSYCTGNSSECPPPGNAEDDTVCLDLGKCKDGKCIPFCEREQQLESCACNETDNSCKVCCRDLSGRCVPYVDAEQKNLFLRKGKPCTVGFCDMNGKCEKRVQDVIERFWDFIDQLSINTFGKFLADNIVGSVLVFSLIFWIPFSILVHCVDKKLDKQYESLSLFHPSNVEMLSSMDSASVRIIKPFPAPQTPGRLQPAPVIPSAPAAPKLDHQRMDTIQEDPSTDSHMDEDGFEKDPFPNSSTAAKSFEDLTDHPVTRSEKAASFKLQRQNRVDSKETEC
DAX1 inh-1: DAX1 (NR0B1) inhibitors on StAR promoter, primary screen, cell-based, luminescence, SF-1 (NR5A1), full-length DAX-1. 370,000 compounds, 1.1% hits. AID 652010, 2013. HEK293T StAR-luciferase reporter, SF-1/DAX-1 repression relief. inhibition, % at 6.8 µM;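 active means inhibition above the mean over all tested compounds plus 3 SD, cut at about 3.6% in these data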;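 further: 0% = DAX-1 cells with DMSO and 100% = cells lacking DAX-1 with DMSO; higher inhibition means more luminescence from relief of DAX-1 repression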
hgDAF12 agonist: H. glycines DAF-12 receptor agonists, primary screen, cell-based, luminescence, HEK293, GAL4 fusion, UAS-luciferase; Nuclear hormone receptor DAF-12 (Heterodera glycines), GAL4 fusion; HEK293 GAL4-hgDAF12 UAS-luciferase reporter, agonist luminescence; normalized to butyrate control; activation, % at 6.8 µM; 370,000 compounds, 1.8% hits; AID 687014, 2013;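 active means activation above a cutoff set at the mean of all screened compounds plus 3 SD, cut at about 10% in these data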;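 further: 0% = DMSO wells and 100% = sodium butyrate wells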
DAX1 inh-2: DAX1 (NR0B1) inhibitors, primary screen, cell-based, HEK293, Gal4-DAX1, luciferase luminescence | AID 504766, 2011 | inhibition, % at 6.75 µM | 340,000 compounds, 0.99% hits | HEK293 Gal4-DAX1 luciferase reporter | Nuclear receptor subfamily 0 group B member 1 (Homo sapiens), P51843;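 active means inhibition above the mean over all tested compounds plus 3 SD, cut at about 4.2% in these data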;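 further: 0% = DAX1-transfected cells with DMSO and 100% = empty-vector control cells with DMSO; inhibition shows as a rise in luminescence from relieved DAX1 repression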
Target sequence (P51843 207-470 limits assumed): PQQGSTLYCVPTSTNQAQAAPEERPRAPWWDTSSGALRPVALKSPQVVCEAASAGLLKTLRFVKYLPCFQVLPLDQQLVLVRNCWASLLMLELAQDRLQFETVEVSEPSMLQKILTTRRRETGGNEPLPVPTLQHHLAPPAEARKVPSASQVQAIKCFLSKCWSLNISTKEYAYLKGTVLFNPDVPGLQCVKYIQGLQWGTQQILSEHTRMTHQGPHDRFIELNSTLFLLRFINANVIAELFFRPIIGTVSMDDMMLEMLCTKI
* marks the source's active call; other numbers are inactive results; i = inactive; nt = no result given.

compound	GAA850 FXN act	PLCb3 inh	ADAM10 inh	ssDAF-12 act	hcDAF-12 act	HGIII-sPLA2 inh	PLC-gamma1 inh	ADAM17 inh	DAX1 inh-1	hgDAF12 agonist	DAX1 inh-2
CN(C)C(=S)Nc1ccc(Br)c(Cl)c1	-1.4	-2	19	-2.0	0.7	6	4	-1	-0.3	-0.4	-0.1
O=c1[nH][nH]c2c1[C@H](c1ccc(F)cc1)O[C@H](CCc1ccccc1)C2	nt	4	9	-1.1	1.4	-46	2	1	0.8	0.6	nt
O=C(O)CCC(=O)Nc1ccccc1C(=O)NCCc1ccccc1	4.8	-3	-26	0.8	5.9*	9	-3	-4	2.5	19*	0.7
Cn1cccc1CNC1CCCC1	-0.6	4	1	-1.8	-4.3	-2	2	-4	0.1	-0.5	0.4
N=C1/C(=C/c2ccco2)C(=O)N=C2SC(CC(=O)N3CCCC3)=NN12	1.7	-52	-39	-0.8	2.8	-15	-30	-15	0.2	1.7	-0.2
c1cncc(-c2nc(NCCCN3CCOCC3)c3c4c(sc3n2)CCC4)c1	3.3	-331	-140	-0.9	2.1	-4	-223	-50	0.7	3.4	1.4
Cc1ccc2cc3c(N)c(C(=O)N4CCOCC4)sc3nc2c1	-2.7	-52	-7	1.0*	6.2*	6	-38	-6	5.6*	16*	5.1*
Cc1cc(C)cc(NC(=O)C(OC(=O)c2sccc2C)c2ccccc2)c1 (centres undefined)	0.1	1	2	-1.3	0.0	-11	0	1	0.4	-1.1	0.7
COc1cccc2c1cc1c(=O)n(CC(=O)NCCCN3CCN(C)CC3)nc(C)n12	2.9	i	i	-0.7	4.8	5	i	i	1.1	3.6	-0.2
CCc1nc2c(OCC(=O)C(C)(C)C)cccn2c1N(C=O)Cc1ccc(OC)cc1	1.1	-8	-3	-1.0	0.7	-7	-4	2	-0.5	-0.4	nt
CCn1c(O)c(C=NC2CCCC(C)C2C)sc1=S (centres undefined)	4.1	-9	3	-1.3	0.6	7	0	0	0.4	5.3	1.0
CC[C@H](C)[C@H]1CNC(=O)C(=O)N1CC1CCN(CCc2ccccc2)CC1	-0.9	6	-2	-1.1	1.1	4	2	3	2.5	0.0	-0.6
Cc1ccc(C(=O)CC2(O)C(=O)N(CCc3ccccc3)c3ccc(Br)cc32)o1 (centres undefined)	-3.2	4	1	-1.7	-0.9	-15	1	0	-1.3	-1.4	-1.4
COc1cc(C(=O)Nc2nnc(CC(=O)NCc3ccccc3)s2)cc(OC)c1OC	1.1	-10	2	-1.1	-0.7	0	-1	1	1.9	-2.0	4.2*
C#CCOCCOCCOCCNc1nc(N2CCN(C(=O)[C@H]([C@@H](C)CC)n3cc([C@@H](N)CC(C)C)nn3)CC2)nc(N2CCN(C(=O)[C@H]([C@@H](C)CC)n3cc([C@@H](N)CC(C)C)nn3)CC2)n1	-0.5	2	-2	-1.3	0.8	-13	3	-3	0.0	0.8	-0.3
O=S(=O)(c1cnccc1N1CCN(/N=C/c2ccc(Cl)cc2)CC1)N1CCCCC1	0.5	8	11	-0.9	0.4	8	5	3	0.5	1.9	-0.2
Nc1cc(N)nc(SCC(=O)Nc2cc(S(=O)(=O)N3CCOCC3)ccc2Cl)n1	1.6	-7	-13	-0.8	-1.7	8	4	-5	-1.0	-0.4	-0.1
CCN1CCN(CCCOc2ccc(-c3ccccc3)cc2)CC1	nt	1	-6	0.1	0.8	-2	5	-1	2.1	4.6	nt
C=CCC[C@@H](Cc1ccc(F)cc1)C(=O)OC[C@H]1CCCN1C(=O)[C@@H](CC=C)CC(=O)N[C@H](CO)Cc1ccccc1	-5.0	0	21*	-1.9	-1.9	-54	1	4	-0.4	-3.4	-0.2
CC[C@@H](CCCCCC#N)CCC(=O)N(c1ccccc1)c1ccccc1	nt	2	10	-2.4	-4.5	-27	3	4	-2.4	-6.0	nt
O=C1C=C(N2CCOCC2)CO1	-0.7	-1	-1	-1.0	-1.9	5	0	2	-0.6	-1.0	1.4
Cc1ccc(C)c2sc(NC(=O)C3CC3)nc12	3.3	5	2	-1.2	1.0	-1	5	3	0.5	4.0	3.0
CC1(C(=O)O)CCC(C(=O)NC2CCCCC2)C1(C)C (centres undefined)	0.9	-1	-1	-1.5	-1.3	-8	4	-3	-0.2	-1.1	-0.3
CCCOc1ccc(-c2c(C(=O)N/N=C(\C)COc3ccccc3)nnn2-c2nonc2N)cc1	-0.6	-14	5	-0.6	-2.2	-8	-1	1	0.0	2.1	0.2
CC(C)c1ccc(CC(=O)N2CCC2(C)C(=O)Nc2ccc3c(c2)OCCO3)cc1 (centres undefined)	-3.0	2	1	-2.3	-3.4	-10	2	0	-2.7	-4.3	nt
O=C(COC(=O)CNC(=O)c1sc2ccccc2c1Cl)NC1CCS(=O)(=O)C1 (centres undefined)	4.6	-1	-11	-1.4	0.8	3	-1	0	0.1	0.1	-0.3
CCC1CCC/C1=N\NC(=O)c1ccc(Cl)cc1 (centres undefined)	-0.4	-6	11	-1.5	1.4	6	8	-1	0.1	2.8	0.7
Cc1nn2c(Nc3ccccc3)c3c(nc2c1-c1ccccc1)CCC3	2.3	-10	-8	-0.5	-2.3	-2	-8	1	-0.1	-2.0	0.2
COC(=O)CCN1CCN(S(=O)(=O)c2ccccc2Br)CC1	-1.4	-2	-6	-1.3	-1.1	-1	1	-3	-0.3	-2.8	0.1
COc1ccc(NC(=O)C23CC4CC(C2)CC(n2cnc(Br)n2)(C4)C3)cc1Cl	0.2	4	3	-0.3	-0.4	1	0	-2	0.1	-0.4	1.0
C=CCn1c(=O)[nH]c2cc(C(=O)N3CCN(c4ccc(C(C)=O)cc4)CC3)ccc2c1=O	-1.0	-18	-12	-1.7	-2.6	-10	-12	-4	-0.4	-4.4	-3.0
Cc1noc(NS(=O)(=O)c2ccc(NC(=O)c3ccc(N(C)C)cc3)cc2)c1C	0.1	-22	-39	-0.6	-0.3	-5	-16	-10	-0.4	-1.7	0.6
COc1cc(C(=O)NCC(=O)NCCCSc2ccccc2)cc(OC)c1OC	0.5	-4	4	-1.4	-2.1	-5	1	0	-1.6	-1.6	-0.7
Cc1ccc(S(=O)(=O)N2CCOCC2)cc1NC(=O)c1cc(-c2ccccn2)nc2ccccc12	-0.6	1	14	-1.3	-2.7	-16	4	5	-1.2	-4.6	-0.4
Cc1ccc(Nc2nc(N/N=C\c3ccc4c(c3)OCO4)nc(N3CCOCC3)n2)cc1	1.2	-5	0	-1.6	2.0	0	2	2	-0.2	5.5	-1.7
COC(=O)CSc1snnc1-c1ccc(F)cc1	-0.4	1	-6	-0.4	1.9	-7	-19	-4	-0.1	0.6	-0.9
CC(=O)N1CCc2cc(NC(=O)C3(C)CCN3CCc3ccccc3)ccc21 (centres undefined)	-3.1	2	-8	-0.9	-3.7	-1	-1	-3	0.0	-4.5	nt
CCc1ccccc1NC(=O)c1cc(-c2cccs2)on1	1.9	-3	-22	-0.7	0.4	-5	3	-2	0.4	8.8	1.1
C[C@H]1CN([C@@H](C)CO)C(=O)c2cc(/C=C/c3ccccc3)cnc2O[C@H]1CN(C)C(=O)c1cccc(F)c1	0.7	-168	i	-0.8	-1.0	-11	-124	-138	-0.9	1.5	2.6
CCOC(=O)N1CCc2c(sc3c2c(=O)n(Cc2ccccc2)c(=O)n3Cc2cccc(C)c2)C1	1.9	-6	-30	-1.6	-1.8	6	0	1	0.2	-2.4	-0.6
COc1ccc(CNS(=O)(=O)c2ccc(-c3cnc(C4CC4)o3)cc2)cc1	-0.4	-24	-7	-1.3	-0.7	-25	-11	-2	-0.5	0.5	-0.3
CC(OC(=O)C1CCCC1)C(=O)Nc1ccc(C(N)=O)cc1 (centres undefined)	1.3	-6	-7	-0.4	0.9	1	4	-2	-0.9	-2.4	-0.5
O=C(NCc1ccncc1)/C(=C\c1ccc(F)cc1)NC(=O)c1ccccc1	1.4	-1	-4	-1.1	-0.1	9	1	0	-0.1	-3.2	-0.3
Nc1nc(-c2ccc(Cl)cc2)nn1C(=O)c1ccco1	3.6	-3	-1	-1.6	0.8	0	-1	-5	0.4	4.2	0.8
CCc1nc2c(OCc3cccc(Cl)c3)cccn2c1N(C)C(C)=O	0.7	-2	-11	-0.9	-0.7	-1	0	-7	-1.1	0.4	nt
Cc1csc(CNc2ncnc3ccc(-c4ccoc4)cc23)c1	-4.8	-21	-30	-1.8	-3.0	-11	-14	-5	-0.8	5.9	-1.3
COc1cc(/C=N/Nc2ccc(F)cc2F)cc(OC)c1O	3.8	-9	-11	-0.4	1.4	-14	-10	-3	-0.4	-0.1	0.3
CC(=O)NCCn1c(SCc2cccc([N+](=O)[O-])c2)nc2ccccc2c1=O	0.7	-4	-7	-0.9	0.4	9	2	-8	0.2	-0.3	0.7
Cc1nn(C)c(C)c1CN(C(=O)C1CCC(=O)N(C2CCCCCC2)C1)C(C)C (centres undefined)	0.9	-4	-2	-1.0	0.6	-3	0	-1	0.2	2.5	0.8
C[C@H](CO)N1C[C@H](C)[C@@H](CN(C)S(=O)(=O)c2ccc(F)cc2)OCc2cnnn2CCCC1=O	0.6	1	-13	-0.7	-2.9	2	2	-6	-0.7	-1.7	0.9
COC[C@H]1CCCN1c1ccc2c(c1)O[C@H]1CCN(C1)S2(=O)=O	nt	3	-2	-1.9	-1.8	-2	1	-2	-0.6	-3.1	nt
O=C(NCCNCc1ccc(F)cc1)c1ccco1	-0.8	2	-1	-1.5	-0.8	1	-1	-6	-0.6	-1.6	0.3
